Bioassay records: PubChem BioAssay, The Scripps Research Institute Molecular Screening Center
TDP2 inh: human TDP2 enzyme inhibitors, primary screen, biochemical, epi absorbance, recombinant enzyme; Tyrosyl-DNA phosphodiesterase 2 (Homo sapiens), O95551; T5PNP hydrolysis, p-nitrophenol absorbance 415 nm; inhibition, % at 12.8 µM; actives 0.34% (n = 370,000); AID 720702, 2013;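 active = inhibition above the mean of all tested compounds plus 3 SD, set per campaign, cut at about 25% in these data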;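 also: 0% = DMSO with enzyme and 100% = buffer with substrate but no TDP2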
Target sequence (O95551 whole entry, looked up): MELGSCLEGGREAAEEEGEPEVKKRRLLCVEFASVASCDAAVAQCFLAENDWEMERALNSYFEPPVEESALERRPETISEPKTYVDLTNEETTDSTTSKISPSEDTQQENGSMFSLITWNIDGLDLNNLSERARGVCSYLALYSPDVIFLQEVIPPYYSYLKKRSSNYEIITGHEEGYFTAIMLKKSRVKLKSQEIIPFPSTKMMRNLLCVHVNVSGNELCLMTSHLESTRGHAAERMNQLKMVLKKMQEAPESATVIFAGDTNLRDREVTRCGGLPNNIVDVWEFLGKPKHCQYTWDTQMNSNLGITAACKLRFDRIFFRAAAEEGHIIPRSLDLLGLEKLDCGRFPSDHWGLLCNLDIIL
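Test system: human TDP2 enzyme; Input: 120 nM TDP2 per well; Buffer or medium: Mg2+-containing Tris-HCl buffer, pH 7.5; Reagent: 5 mM T5PNP; Dosing: 12.8 µM single point, 1% DMSO; Incubation: reaction 2 h, 37 °C; Detection: p-Nitrophenol epi absorbance; Read-out: % inhibition relative to enzyme-containing and enzyme-free wells; Replicates: single well per compound.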
ABHD4 inh: ABHD4 inhibitors, primary screen, biochemical, fluorescence polarization, mouse. (Lyso)-N-acylphosphatidylethanolamine lipase (Mus musculus), Q8VD66. purified mABHD4, FP-Rh probe fluorescence polarization. inhibition, % at 8.92 µM. actives 0.54% (n = 370,000). AID 720543, 2013;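 active = inhibition exceeding the mean over every tested compound plus 3 SD, cut at about 30% in these data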;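 also: 0% = plate median of compound wells and 100% = S159A mutant with DMSO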
Target sequence (Q8VD66 whole entry, looked up): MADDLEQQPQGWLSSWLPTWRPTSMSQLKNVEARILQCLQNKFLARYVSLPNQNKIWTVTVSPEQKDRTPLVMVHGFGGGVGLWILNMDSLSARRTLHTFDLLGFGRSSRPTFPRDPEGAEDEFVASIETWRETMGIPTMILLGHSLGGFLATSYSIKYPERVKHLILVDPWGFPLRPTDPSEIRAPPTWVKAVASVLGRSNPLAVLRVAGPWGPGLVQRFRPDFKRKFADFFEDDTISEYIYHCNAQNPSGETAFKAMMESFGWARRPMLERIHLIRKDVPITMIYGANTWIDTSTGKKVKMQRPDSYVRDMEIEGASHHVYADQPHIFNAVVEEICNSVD
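assay system = mABHD4 protein | compound dosing = single nominal dose of 8.92 µM, 0.89% DMSO final | read-out basis = percent inhibition of probe binding, normalized to plate controls | schedule = Enzyme–compound pre-incubation 45 min, then probe 60 min, both 25 °C | detection = fluorescence polarization, excitation 525 nm, emission 598 nm, BODIPY TMR filters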
SIAE inh: human SIAE inhibitors, primary screen, biochemical, fluorescence polarization, FP-Rh probe, 1536-well HTS. Sialate O-acetylesterase (Homo sapiens), Q9HAT2. SIAE FP-Rh probe binding. inhibition, % at 9.66 µM. actives 0.69% (n = 370,000);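 active = inhibition above a cutoff: mean of compounds within the control limits plus 3 SD of those, cut at about 17% in these data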;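 also: 0% = plate median of compound wells and 100% = probe without SIAE protein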
HTRA1 inhibitor: HTRA1 serine protease inhibitors, primary screen, biochemical, fluorescence polarization, HTS | inhibition, % at 5.96 µM | Q92743 | actives 0.5% (n = 340,000) | recombinant HTRA1, FP-rhodamine activity-based probe | AID 504803, 2011; in the data active = inhibition above about 36%;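 also: 0% = enzyme with DMSO and 100% = wells lacking enzyme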
UHRF1 binding: UHRF1 methylated DNA binding inhibitors, primary screen, counter-screen for MBD2 inhibitor project, biochemical, TR-FRET, human UHRF1, single concentration; AID 687016, 2013; UHRF1 binding to methylated oligo; inhibition, % at 4.4 µM; actives 0.75% (n = 370,000); in the data active = inhibition above about 21%;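 also: UHRF1 SRA domain binding a hemimethylated CpG hairpin DNA probe; 0% = median of test compound wells and 100% = reference inhibitor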
LEDGF integ inh: blockers of LEDGF/p75-dependent integrase strand transfer – biochemical, TR-FRET, high throughput, primary screen; HIV-1 integrase (with human LEDGF/p75); TR-FRET IN-LEDGF/p75 DNA integration, Eu/Cy5; inhibition, % at 3.7 µM; actives 0.64% (n = 370,000); AID 743269, 2014;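 active = inhibition above the screen-wide mean plus 3 SD, cut at about 13% in these data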;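 also: signal is the Cy5 over europium emission ratio at 671 and 618 nm; 0% = plate median of compound wells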
TCR-CD3 inh: inhibitors of human TCR-CD3 interaction, primary screen, biochemical, fluorescence, TAMRA-labeled TCR probe | T-cell receptor (TCR) | inhibition, % at 9.4 µM | actives 0.37% (n = 360,000) | AID 651800, 2012; in the data active = inhibition above about 19%;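 also: recombinant mutant TCR 2C K166C tagged with TAMRA read by polarization; 0% = receptor in buffer alone and 100% = receptor with positive control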
PG9 Ab binder: binders of HIV-1 gp120 antibody PG9, primary screen, biochemical, TR-FRET; inhibition, % at 6.7 µM; actives 0.43% (n = 360,000); HIV-1 gp120 / PG9 antibody interaction; TR-FRET gp120-PG9 antibody binding; in the data active = inhibition above about 8.5%
PRMT1 FP inh: PRMT1 methyltransferase inhibitors, primary screen, biochemical, fluorescence polarization. Protein arginine N-methyltransferase 1 (Homo sapiens), Q99873. recombinant PRMT1, activity-based probe fluorescence polarization. inhibition, % at 2.79 µM. actives 1.3% (n = 370,000);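 active = inhibition above about 21% made by adding two undisclosed values, limit read from the data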
Target sequence (Q99873 whole entry, looked up): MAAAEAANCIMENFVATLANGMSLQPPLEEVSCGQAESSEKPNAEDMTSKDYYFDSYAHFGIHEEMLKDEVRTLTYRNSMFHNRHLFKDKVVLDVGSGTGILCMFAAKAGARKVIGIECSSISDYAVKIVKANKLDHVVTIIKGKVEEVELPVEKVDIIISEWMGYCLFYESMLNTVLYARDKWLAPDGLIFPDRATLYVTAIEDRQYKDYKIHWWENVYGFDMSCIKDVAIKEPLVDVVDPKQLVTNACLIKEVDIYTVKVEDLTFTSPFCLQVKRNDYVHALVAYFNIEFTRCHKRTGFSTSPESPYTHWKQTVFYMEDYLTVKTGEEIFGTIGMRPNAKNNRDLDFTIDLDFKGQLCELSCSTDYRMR
DDE Tn7 FP inh: inhibitors of Tn7 peptide binding to fibrin DD(E), primary screen, biochemical, fluorescence polarization, human fibrin, Tn7 probe; FP displacement of FITC-Tn7 peptide from fibrin DD(E); 0% = median of compound wells per plate; inhibition, % at 8.3 µM; actives 0.13% (n = 370,000); AID 720508, 2013;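 active = inhibition above the mean of compounds falling within the control limits plus 3 SD of them, cut at about 14% in these data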;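 also: 0% = plate median of compound wells and 100% = 10 µM Aha-Tn7 peptide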
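Assay system: Human fibrin DD(E) protein | Medium: Tris buffer with calcium and detergent, pH 7.8 | Reagent: 0.1 µM fluorescent Tn7 | Compound dosing: Single point at 8.3 µM | Times: 10 min preincubation, 3 h with tracer, room temperature | Detection: Fluorescence polarization of the labelled Tn7 tracer | Controls: Aha-Tn7 high control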
The depositor's hits bear a star; · = not tested or not shown; & = joins results of further samples.

SMILES	TDP2 inh	ABHD4 inh	SIAE inh	HTRA1 inhibitor	UHRF1 binding	LEDGF integ inh	TCR-CD3 inh	PG9 Ab binder	PRMT1 FP inh	DDE Tn7 FP inh
O=C(O)c1ccccc1C(=O)NCc1ccc2c(c1)OCO2	-19.3	-6.8	2.7	-2.8	4.1	-1.1	-2.3	-0.7	-1.4	-0.5
COc1cc(NC(=O)CSc2ccccc2)c(C(=O)O)cc1OC	-1.3	-1.2	1.6	0.7	-1.1	5.4	11.4	-2.8	0.5	-4.5
COc1cc(OC)cc(-c2cc3nc(C4CCN(C(=O)OC(C)(C)C)CC4)cc(=O)n3[nH]2)c1	-0.1	-4.8	-2.4	-3.0	1.0	1.0	1.9	-1.9	-3.9	-4.3
COc1cccc(CCC(=O)Nc2cccc(S(=O)(=O)N3CCCC3)c2)c1OC	0.0	1.5	-0.1	0.4	1.0	-4.0	3.6	-1.6	1.7	13.5
Cn1ncc([N+](=O)[O-])c1C(=O)Nc1ccccc1Cl	20.4	-0.1	-2.2	0.1	-1.9	-0.9	-1.4	-1.6	-0.7	4.1
COc1ccc(/C=C(\C#N)C(=O)c2cccn2C)cc1	-7.1	6.1	-3.8	4.8	1.5	0.2	-5.8	0.8	8.9	2.6
COc1ccc(C(=O)NCCNC(=O)c2cc(OCC(F)(F)F)ccc2OCC(F)(F)F)cc1	0.1	-1.3	-1.8	5.2	1.9	1.2	-2.6	0.8	1.6	3.1
CCOC(CCNC(=O)c1cc(-c2cccs2)nc2ccccc12)OCC	-6.8	-6.6	-6.5	-3.4	-1.4	-3.0	-2.5	-1.1	6.0	4.7
CCCCCCC(NC(=O)c1ccc(C)cc1)C(=O)O (centres undefined)	0.5	0.4	-2.7	4.8	-3.1	2.1	-2.5	-0.1	-1.3	-8.3
COc1ccc(-c2csc(N3N=C(C)C(C)C3=O)n2)cc1 (centres undefined)	-2.8	-4.6	-3.1	-0.2	0.9	-5.9	2.9	1.1	7.4	-0.6
Cc1ccc(NC(=O)C2(C)CCN2C(=O)CC(c2ccccc2)c2ccccc2)cc1 (centres undefined)	-8.3	-2.3	-4.5	·	0.8	-0.2	2.9	-0.7	-2.8	2.9
O=C(NCCc1ccccc1)OCc1cn(Cc2ccc(F)c(F)c2)nn1	-1.3	3.6	-0.2	·	1.8	1.4	·	·	3.4	-2.7
CC(=O)OC1(C)C=Cc2ccccc2C1=NS(=O)(=O)c1ccccc1 (centres undefined)	2.5	1.5	9.5	-3.4	-0.6	3.7	7.1	-0.2	-4.8	2.7
O=c1[nH]cnc2scc(-c3ccc(-c4ccccc4)cc3)c12	9.5	-3.4	-3.1	0.6	-2.5	-6.7	-4.6	-2.9	1.5	3.2
O=C(COC(=O)c1ccc(Cl)nc1)NC1CCCc2ccccc21 (centres undefined)	-1.5	-6.2	-7.0	1.7	1.5	3.6	-6.1	0.0	-2.0	-3.5
O=C(O)c1ccc(NS(=O)(=O)c2cc(C(=O)O)ccc2Br)cc1	2.3	7.5	-0.1	-3.3	0.5	0.4	9.6	0.1	0.4	-4.1
CCOc1ccc(C(=O)N2CCCC2)cc1	0.3	2.9	14.6	7.5	-0.6	-0.1	0.4	0.5	0.2	0.4
CN(C)Cc1c(OC(=O)c2ccc(N)cc2)ccc2ccccc12	-10.1	1.2	5.3	-1.0	0.6	0.0	-0.9	-1.4	-2.1	-6.8
CN(C)S(=O)(=O)c1ccc(Cl)c(NC(=O)CN2CCN(c3ccccn3)CC2)c1	-8.6	2.1	2.8	5.6	2.5	2.8	-6.0	-1.3	0.4	-5.9
COc1ccc(S(=O)(=O)N2Cc3ccccc3CC2C(=O)Nc2nccs2)cc1 (centres undefined)	-12.0	-2.6	1.3	-13.3	-1.4	-1.5	1.5	-2.9	2.1	2.0

For convenience, some entries already given:
SMILES	TDP2 inh	ABHD4 inh	SIAE inh	HTRA1 inhibitor	UHRF1 binding	LEDGF integ inh	TCR-CD3 inh	PG9 Ab binder	PRMT1 FP inh	DDE Tn7 FP inh
O=C(O)c1ccccc1C(=O)NCc1ccc2c(c1)OCO2	-19.3	-6.8	2.7	-2.8	4.1	-1.1	-2.3	-0.7	-1.4	-0.5
COc1cc(NC(=O)CSc2ccccc2)c(C(=O)O)cc1OC	-1.3	-1.2	1.6	0.7	-1.1	5.4	11.4	-2.8	0.5	-4.5

(listing goes on)
SMILES	TDP2 inh	ABHD4 inh	SIAE inh	HTRA1 inhibitor	UHRF1 binding	LEDGF integ inh	TCR-CD3 inh	PG9 Ab binder	PRMT1 FP inh	DDE Tn7 FP inh
CN1CCN(c2c(F)cc3c(=O)c(C(=O)O)cn4c3c2OCN4C)CC1	-0.7	-1.1	-1.1	1.1	-1.4	0.9	2.2	-1.9	-1.8	0.5
CS(=O)(=O)NCCSCc1ccco1	1.5	6.4	5.8	-0.7	1.8	5.3	5.0	-1.1	4.2	6.8
Cc1ccc2c(CC(=O)NCCc3ccc(S(N)(=O)=O)cc3)coc2c1	8.2	0.7	-4.0	-6.4	1.7	3.3	2.6	1.6	-0.8	-3.5
COCc1cc(C)nc(SCc2ccc(Cl)cc2)c1C#N	0.8	-4.0	-4.3	-12.6	1.0	-4.6	-6.9	0.0	-2.1	9.5
O=C(Nc1cc(Cl)ccc1N1CCOCC1)c1ccc(N2CCCC2=O)cc1	-18.8	-5.3	-2.7	1.7	0.5	4.9	-6.3	-3.4	-2.6	2.4
CCCCCCCCN1C(=O)[C@H](CC(=O)NCc2cccc(C(F)(F)F)c2)C[C@@]2(C(=O)OCC)CCCC=C12	-7.7	-3.7	0.1	·	-1.5	-0.3	0.1	-1.6	-8.3	0.0
C=CCOC(=O)C1=C(C)NC(=O)NC1c1ccc(OCC)cc1 (centres undefined)	-16.0	-6.0	3.8	9.8	-0.1	5.5	1.7	-3.1	-1.8	0.0
CCOC(=O)Nc1cc(NC(=O)OCC)ncn1	6.5	-3.1	1.6	0.1	3.1	0.5	-10.5	-0.7	-0.5	2.1
COc1ccc2c(COC(=O)CNC(=O)C34CC5CC(CC(C5)C3)C4)cc(=O)oc2c1	9.1	10.7	-4.8	-12.3	0.8	-1.3	4.9	0.1	-0.4	6.5
CCOC(=O)Cc1nnc(NC(=O)Nc2ccccc2)s1	7.5	-7.1	3.6	-10.6	-1.6	-1.4	-4.6	0.0	1.8	-1.4
O=C(O)C1=C[C@H](C2CC2)C[C@H](OCCCCO)O1	2.1	4.4	-3.2	-11.3	2.4	3.1	8.4	1.7	-0.7	-4.8
COc1ccc2c(c1OC)C(=O)OC2Nc1nc(-c2cc3cc([N+](=O)[O-])ccc3oc2=O)cs1 (centres undefined)	3.2	7.4	4.5	5.1	-3.6	-2.0	0.9	-2.0	2.4	0.4
COc1ccc(CCN(C)C(=O)Cn2c(=O)oc3ccccc32)cc1OC	3.0	5.8	5.8	-0.2	1.3	-3.7	-1.6	0.7	-0.6	-2.2
COC(=O)c1ccc(CSC2=NC[C@@H]3[C@@H]4C(=O)N(C)C(=O)[C@@H]4[C@](Cc4ccccc4)(C(=O)OC)N23)cc1	3.2	-1.5	4.6	-4.9	-0.9	0.5	7.3	-0.5	-1.2	3.0
CCc1nc2c(OCCOC)cccn2c1N(C)C(=O)Nc1ccccc1OC	3.5	3.1	2.3	·	0.4	-0.2	-2.2	-0.9	-4.3	4.2
COCCNC(=S)N1CCN(c2cccc(C(F)(F)F)c2)CC1	-4.8	2.2	2.5	2.6	2.6	-7.3	-6.7	0.0	4.5	-2.4
Cc1ccc(S(=O)(=O)N(C)c2ccc3c(c2)C(=O)c2ccccc2-3)cc1	1.1	-2.8	-1.5	·	-2.4	4.8	0.9	-0.2	0.5	-5.9
COCC(=O)Nc1ccc2c(c1)[C@@H]1C[C@H](CC(=O)OC)O[C@@H](CO)[C@@H]1O2	2.4	11.0	-0.5	-5.4	0.5	3.4	1.0	-2.1	0.6	-2.9
O=C1C(=O)N(Cc2ccncc2)C(c2cccc(O)c2)/C1=C(\O)c1ccc2c(c1)OCCO2 (centres undefined)	0.8	7.9	5.6	-4.4	-7.9	1.5	6.7	8.2	3.8	0.7
CC(C)(C)NC(=O)CSc1nc2ccccc2c(=O)[nH]1	-8.2	6.1	-4.8	-2.2	0.2	-3.2	7.1	-1.4	1.1	6.6
CCOc1ccc(CNC(=O)c2ccc(Sc3ccc(C)cc3)c(NC(C)=O)c2)cc1	-2.7	-16.4	-11.2	-29.6	1.3	-2.0	2.4	0.6	-3.1	3.5
COC(=O)Nc1ccc2c(c1)N(C(=O)CCN1CCN3CCCC3C1)c1ccccc1CC2 (centres undefined)	1.9&-14.9	-0.4&-9.4	1.6&-0.1	9.1&6.3	1.1&3.5	2.5&-105.2	8.6&-6.6	-0.6&-2.4	-0.1&-4.3	-4.1&0.7
CCCCNC(=S)NNC(=O)c1c(C)nc2ccccn12	7.0	-0.7	6.2	4.3	-0.9	-1.4	3.6	-0.6	-3.2	5.4
O=c1oc2c(CN3CCOCC3)c(O)ccc2c2ccccc12	-0.4	-2.0	7.8	4.8	2.7	-2.5	1.3	1.4	1.4	3.7
COc1ccc(S(=O)(=O)N2CCCCCC2)cc1C(=O)OCC(=O)NC1CCS(=O)(=O)C1 (centres undefined)	-2.2	3.3	2.0	1.9	-1.4	-2.0	5.8	-1.9	0.7	6.7
O=C(c1ccc2c(c1)OCO2)N(c1ccc(Br)cc1)C1C=CS(=O)(=O)C1 (centres undefined)	6.2	-1.2	4.2	-1.6	-0.9	3.1	6.5	-0.1	3.0	4.7
O=C(N[C@@H]1C/C=C\C[C@H](CC(=O)N(CCO)Cc2ccccc2)C(=O)NC[C@@H](c2ccccc2)OC1=O)OCC1c2ccccc2-c2ccccc21	-1.3	-7.0	-8.9	-15.4	-0.8	-1.4	-0.3	-0.1	-5.1	-2.7
CCOc1ccc(N2CC(C(=O)NC3CCSC3=O)CC2=O)cc1 (centres undefined)	-0.4	-0.5	3.8	1.1	-0.8	-0.3	-3.6	-0.2	2.1	4.3
